# Wnt act = activators of Wnt/beta-catenin signaling. Wnt/beta-catenin reporter cell assay, activator, plate reader. activation, % at 9.35 µM. 300,000 compounds, 1.2% hits. AID 743398; in the data active means activation above about 30%, passing the limit was not always enough; inconclusive means no clear call, values can overlap the other calls;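 further: 0% = neutral control wells and 100% = positive control wells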
# RTF Ca sens act = cardiac RTF calcium sensitization; P19429+P45379; IANBD-labeled TnC RTF fluorescence at EC20 calcium; 0% EC20 calcium, 100% full calcium; activation, % at 7.2 µM; 340,000 compounds, 0.24% hits; AID 493008;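 active means activation above the mean over all tested compounds plus 3 SD, cut at about 30% in these data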;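 further: rise in fluorescence read as greater calcium sensitivity of cardiac thin filaments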
# MITF TRPM1 HTS = activators of MITF-driven TRPM1 promoter activity in SK-MEL-5 cells; SK-MEL-5 TRPM1-promoter luciferase, 24 h; % of positive control, neutral wells = 0; activation, % at 12.5 µM; 300,000 compounds, 0.75% hits; AID 588334;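 active means mean activation of at least 80% with every replicate also reaching 80%; inconclusive means mean reaches 80% but some replicate falls short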;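 further: 0% = neutral control wells and 100% = parthenolide positive control wells; values of inactives mirror those of a sister screen read the other way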
# HTR5A ag ctr = activates human HTR5A in OPRM1-OPRD1 agonist counter-screen. HTR5A agonist assay, luminescence, cell-based. 340,000 compounds, 0.61% hits. activation, % at 9.3 µM. AID 504692; in the data active means activation mostly above about 9.5%, no sharp cut-off; inactive means mostly below about 7.6%;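 further: 0% = cells with vehicle only and 100% = reference agonist; strong numbers were not always called active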
# SR-BI DiI inh = mouse SR-BI HDL lipid transfer inhibition. inhibition, % at 12.5 µM. ldlA[mSR-BI] CHO cells, DiI-HDL uptake fluorescence, 3 h. Q61009. 320,000 compounds, 0.96% hits;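 active means mean replicate inhibition of at least 70% and a set share of replicates each scoring 70 or more; inconclusive means meets just one of the two criteria; inactive means fails both criteria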;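 further: 0% = median of neutral control wells and 100% = median of positive control wells; values of inactives mirror those of a sister screen read the other way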
# SR-BI uptake up = activators of SR-BI mediated HDL lipid uptake. 320,000 compounds, 0.096% hits. CHO ldlA[mSR-BI] cells, DiI-HDL uptake fluorescence, 3 h; 100 = double the neutral-control signal. activation, % at 12.5 µM;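 active means mean replicate activation of at least 60% and every replicate at or above 60%; inconclusive means mean or all-replicate condition met, but not both; inactive means mean below 60% and not all replicates reaching 60%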;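 further: 0% = median plate neutral-control signal and 100% = twice that signal; values of inactives mirror those of a sister screen read the other way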
#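 Assay system: LDL receptor-deficient CHO ldlA cells overexpressing murine SR-BI / Medium: BSA-supplemented, HEPES-buffered Ham's F12, pH 7.4 / Probe or stimulus: DiI-labelled HDL at 10 µg/mL final / Timing: compound with DiI-HDL co-incubation, 3 h at 37 °C / Technique: bottom-read cell fluorescence after medium removal, ex 550/em 595 nm / Measure: HDL uptake via cellular fluorescence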
# CDK5 p35 inh = inhibitors of human CDK5/p35 kinase. 330,000 compounds, 0.01% hits. Q00535+Q15078. AID 488839. Recombinant CDK5/p35, ADP-Glo luminescence, 60 min. inhibition, % at 10 µM;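 active means highest replicate inhibition of at least 50% and at least 75% of replicates reaching 50%; inconclusive means only one of the two criteria met; inactive means both criteria failed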;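 further: plate controls were DMSO neutral control for no effect and GW8510 at 10 µM for full effect; many of its hits are not listed in these tables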
# Target sequence (Q00535 whole entry, looked up): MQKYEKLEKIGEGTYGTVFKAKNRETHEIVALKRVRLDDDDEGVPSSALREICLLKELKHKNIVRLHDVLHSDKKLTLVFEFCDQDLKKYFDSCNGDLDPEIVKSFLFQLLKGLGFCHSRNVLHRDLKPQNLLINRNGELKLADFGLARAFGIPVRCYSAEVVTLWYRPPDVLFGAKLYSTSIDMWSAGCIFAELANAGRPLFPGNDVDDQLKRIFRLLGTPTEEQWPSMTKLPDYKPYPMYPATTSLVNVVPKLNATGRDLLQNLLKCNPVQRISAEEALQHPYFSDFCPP
# Target sequence (Q15078 whole entry, looked up): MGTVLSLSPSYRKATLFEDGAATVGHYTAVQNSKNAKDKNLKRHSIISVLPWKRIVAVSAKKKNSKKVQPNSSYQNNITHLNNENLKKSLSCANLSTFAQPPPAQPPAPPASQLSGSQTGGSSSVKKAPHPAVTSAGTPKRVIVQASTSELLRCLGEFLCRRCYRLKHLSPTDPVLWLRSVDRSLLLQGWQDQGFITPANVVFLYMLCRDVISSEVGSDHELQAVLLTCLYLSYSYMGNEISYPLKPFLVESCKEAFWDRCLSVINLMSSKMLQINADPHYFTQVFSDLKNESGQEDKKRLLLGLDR
# dFosB act = mouse delta FosB homodimer activation; P13346; purified delta FosB, TAMRA-CDK5 oligo fluorescence polarization; percent of positive-control signal above neutral wells; 340,000 compounds, 0.99% hits; activation, % at 25 µM; AID 493131;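 active means mean activation above about 17%, with every replicate also reaching it, limit read from the data, passing the limit was not always enough; inconclusive means only one of the two conditions met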;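 further: fluorescence polarization rise as delta FosB binds a TAMRA Cdk5 AP-1 oligo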
# PvdQ inh = blocks Pseudomonas aeruginosa PvdQ acylase activity; purified PvdQ acylase, fluorescence plate reader; inhibition, % at 10 µM; 340,000 compounds, 0.063% hits; in the data active means inhibition above about 30%, passing the limit was not always enough; inconclusive means no clear call, values can overlap the other calls;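 further: 0% = vehicle neutral wells and 100% = reference inhibitor wells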
# Rtt109 Vps75 = inhibitors of Candida albicans Rtt109/Vps75 histone acetyltransferase; Q5AAJ8; purified Rtt109/Vps75, ThioGlo CoA-SH fluorescence, 4 h; inhibition, % at 34.9 µM; 330,000 compounds, 0.16% hits; AID 540336;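 active means inhibition of at least 50% in every replicate; inconclusive means best replicate reaches 50% inhibition but some replicates fall short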
# Target sequence (Q5AAJ8 whole entry, looked up): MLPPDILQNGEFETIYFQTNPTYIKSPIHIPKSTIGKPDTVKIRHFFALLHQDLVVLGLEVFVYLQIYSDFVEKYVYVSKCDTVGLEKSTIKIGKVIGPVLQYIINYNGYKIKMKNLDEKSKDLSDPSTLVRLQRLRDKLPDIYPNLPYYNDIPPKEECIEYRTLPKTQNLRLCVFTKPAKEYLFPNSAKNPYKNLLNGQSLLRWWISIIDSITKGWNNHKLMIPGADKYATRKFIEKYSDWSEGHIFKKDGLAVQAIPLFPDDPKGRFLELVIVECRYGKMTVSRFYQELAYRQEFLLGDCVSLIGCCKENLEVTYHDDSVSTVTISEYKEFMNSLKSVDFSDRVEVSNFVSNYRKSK
# Numbers without * were called inactive; ? = inconclusive; / = not tested or not shown. No enrichment for hits; any-hit rate near 4.4%.
SMILES,Wnt act,RTF Ca sens act,MITF TRPM1 HTS,HTR5A ag ctr,SR-BI DiI inh,SR-BI uptake up,CDK5 p35 inh,dFosB act,PvdQ inh,Rtt109 Vps75
CCOC(=O)CC1C(=O)NCCN1C(=O)c1ccc(Cl)cc1 (stereo not drawn),-1,-5,-10,-1,-10,10,2.5,-2,-12,-3
O=C1CCCN1CCCNC(=S)Nc1ccc(F)cc1,-2,-3,6,5,0,0,0.0,-3,4,10
CN(CCNC(=O)c1c[nH]c2c1ccc1ccccc12)CCNC(=O)c1c[nH]c2c1ccc1ccccc12,4,-5,27,2,15,-15,-1.3,44*,-12,3
COc1cccc(-c2nc(N)nc(SC)c2C#N)c1,9,2,15,-1,12,-12,-1.3,-2,1,1
COc1ccc(CCN2C(=O)c3cccc4cccc(c34)C2=O)cc1OC,/,-4,-5,2,32,-32,1.9,7,-6,-12
CCCCn1c(N)c(N(CCC(C)C)C(=O)COC(=O)c2ccc3ccccc3c2)c(=O)[nH]c1=O,-5,-4,-4,5,25,-25,-0.5,6,3,21
Cc1ccccc1NC(=O)c1ccc(CN2CCC(Cc3ccccc3)CC2)cc1,/,3,14,-2,37,-37,2.4,-4,-5,1
COc1ccc2nc(C)cc(N3CCN(c4ccccc4)CC3)c2c1,-2,-11,5,1,26,-26,1.2,2,-7,14
CC(C)(C)c1ccc(C(=O)NCCC(=O)N2CCC3(CC2)NCCc2[nH]cnc23)cc1,0,5,19,1,-17,17,-2.8,-1,-14,-5
CCc1cccc(CC)c1-n1c(SCC(=O)N2CCCc3ccccc32)nc(O)cc1=O,4,-3,-17,0,-6,6,-0.3,-10,-18,3
Cc1ccc(-c2nc3ccc(Cl)cc3c(=O)n2O)cc1,1,-6,-6,1,-25,25,-0.2,5,1,-3
CC(=C\C(=O)O)/C(=C\c1cccc2ccccc12)C(=O)O,2,-1,8,-2,/,/,-7.3,-6,-13,-11
COCCN(CCOC)c1nc(-c2ccc([N+](=O)[O-])cc2)nc2ccccc12,-3,7,/,0,62,-62,-0.9,-1,-9,-2
Cc1ccc(-c2nnc(SCc3ccccc3F)o2)cc1,29,0,99*,7,-15,15,0.2,0,-2,-12
CC(=O)NC12CC3CC(C1)CC(C(=O)OCC(=O)NC(=O)c1cccn1C)(C3)C2,1,5,7,6,15,-15,-5.8,-1,-7,2
CC(C)Cc1cc(C(=O)NCc2cccnc2)no1,19,9,/,3,-36,36,1.3,-6,-9,0
COc1ccc(CNC(=O)c2cc(-c3cc(C)cc(C)c3O)n[nH]2)cc1,2,6,1,-4,0,0,0.3,-7,-10,-5
COc1cccc(N2CCN(c3ncccn3)CC2)c1,/,6,64,-1,-8,8,-3.1,-3,-6,9
O=Cc1ccc(Oc2cc(-c3ccccc3)nc(-c3ccccc3)n2)cc1,/,-5,9,2,-24,24,-0.6,-3,-4,4
CCCCC(=O)Nc1ccc(N2CCN(C(=O)CC)CC2)cc1,/,-3,-4,-3,-11,11,0.2,6,-10,-3
Cc1ccc(C2C3CN(C(C)C)CC=C3C(C#N)=C(N)C2(C#N)C#N)cc1 (stereo not drawn),0,136*,-14,-9,12,-12,-0.3,-10,-7,-2
COc1ccc(-n2c(=O)c(CCC(=O)NCCc3ccccc3F)nc3ccccc32)cc1,5,2,7,-5,43,-43,-3.4,-3,-11,1
CCCCN1C(=O)N(C)C2NC(=S)NC21 (stereo not drawn),-1,/,/,/,1,-1,0.4,3,-1,7
COc1cccc(NS(=O)(=O)c2cc(C)ccc2OC)c1,/,-3,3,3,5,-5,-0.9,4,-10,-3
Cc1ccc(CNC(=O)COC(=O)C2CCC2)cc1,-3,-5,-9,-3,-22,22,0.8,1,-7,-1
# Other results:
SMILES,Wnt act,RTF Ca sens act,MITF TRPM1 HTS,HTR5A ag ctr,SR-BI DiI inh,SR-BI uptake up,CDK5 p35 inh,dFosB act,PvdQ inh,Rtt109 Vps75
COc1ccc(/C=C2\CCn3c2nc2cc(C(=O)O)ccc2c3=O)cc1,3,-2,9,-1,-24,24,0.5,-2,7,-12
CCOC(=O)c1[nH]c(C)c(C(=O)NC2CCCC2)c1C,-4,-1,3,3,-10,10,-0.9,5,-6,2
CCOc1cc2[nH]c(=O)n(CCCC(=O)N(C)Cc3ccccc3)c(=O)c2cc1OCC,-4,2,-12,3,-3,3,-0.2,-6,-6,6
Cc1ccc(C(=O)Nc2cccc(NC(=O)CN3CCCCC3)c2)cc1,4,4,2,-2,23,-23,2.4,-1,0,4
CCNS(=O)(=O)c1c(C)cc(N2CCCC2=O)cc1C,-1,3,-9,2,2,-2,-11,-6,-13,-5
COc1ccc(/C(C)=N/NC(=O)CN(c2ccc(OC)cc2)S(=O)(=O)c2ccccc2)cc1,-1,0,16,0,16,-16,1.7,-1,-21,0
Cc1nc2ccccc2n(CC(=O)Nc2cc(Cl)cc(Cl)c2)c1=O,-4,3,10,2,23,-23,-0.6,?,-8,-2
COc1ccc(OC)c(NC(=O)CCNS(=O)(=O)c2ccc3c(c2)oc(=O)n3C)c1,-1,-1,1,10,0,0,1.0,4,2,9
CC(C)=NNc1nc(-c2ccc(N3C(=O)CCC3=O)cc2)cs1,-5,-2,/,2,10,-10,0.7,-5,-12,12
Cc1nc2nc(N)nn2c(C)c1C/C=C/c1ccccc1,-1,4,3,5,-3,3,2.4,-12,-10,-3
O=C(COC(=O)C1(c2ccccc2F)CCCC1)N1CCNC1=O,1,-4,-13,5,-5,5,0.2,-5,-15,-9
Cc1cccc2c(=O)c(-c3ccc4c(c3)OCO4)c(NC(=O)c3ccco3)oc12,2,-3,9,6,-7,7,1.7,-6,-1,-2
O=C(CN1C(=O)c2cccc3cccc1c23)NCc1ccncc1,-3,-3,-4,-3,-6,6,-1.3,-6,-10,-11
CC(=O)c1ccc(NC(=O)CSc2nc3nc(C)cc(C)n3n2)cc1,1,2,15,0,-3,3,1.9,-10,-13,-6
COc1cccc(CNC(=O)C2CCN(S(=O)(=O)c3cccc4nonc34)CC2)c1,-3,-4,8,4,25,-25,1.4,-7,9,15
CC(C)(C)n1nnnc1CN1CCN2CCCC2C1 (stereo not drawn),1,10,/,4,-16,16,-0.6,-2,-8,-5
CCC(C)OC(=O)C1=C(C)NC(=O)CC1c1ccccc1OC (stereo not drawn),/,2,-2,2,1,-1,-1.1,-8,6,-21
O=C(c1cccc2ccccc12)N1CCC(N2CCN(c3ccccc3)CC2)CC1,-2,5,/,2,17,-17,-3.3,-5,0,?
O=C(NCc1cc(C(F)(F)F)cc(C(F)(F)F)c1)C1CC(c2c(Cl)cccc2Cl)=NO1 (stereo not drawn),-4,8,26,-4,31,-31,0.4,3,-12,6
O=C(NCc1ccc(Cl)cc1)C1CCN(C(=O)c2ccc(Cl)cc2)CC1,-3,0,0,-6,-2,2,-0.2,-1,2,20
CCC(C)(C)NC(=O)CN(C(=O)c1snc(C(N)=O)c1N)c1ccc(OC)c(OC)c1,/,7,-4,-3,5,-5,0.2,-3,-5,7
Cc1ccccc1-c1nnc(NC(=O)c2ccc(N3C(=O)CCC3=O)cc2)s1,3,8,11,-1,59,-59,0.0,-4,-9,4
Cc1ccc(S(=O)(=O)n2ccc(-c3ccc(OCc4c(F)cccc4Cl)cc3)n2)cc1,1,2,/,-3,9,-9,0.3,-7,-10,-1
Cn1cc(CNC(=O)c2sc3cccc(Cl)c3c2Cl)cn1,-6,-2,9,4,-4,4,2.4,-15,-7,-5
Cc1nc(N2C(=O)C(=O)/C(=C(/O)c3ccccc3)C2c2ccco2)sc1C (stereo not drawn),/,7,-4,6,19,-19,-0.4,2,-2,15

# Gathered by group, the entries above containing an aryl thioether with sulfur outside any ring (4)
SMILES,Wnt act,RTF Ca sens act,MITF TRPM1 HTS,HTR5A ag ctr,SR-BI DiI inh,SR-BI uptake up,CDK5 p35 inh,dFosB act,PvdQ inh,Rtt109 Vps75
COc1cccc(-c2nc(N)nc(SC)c2C#N)c1,9,2,15,-1,12,-12,-1.3,-2,1,1
CCc1cccc(CC)c1-n1c(SCC(=O)N2CCCc3ccccc32)nc(O)cc1=O,4,-3,-17,0,-6,6,-0.3,-10,-18,3
Cc1ccc(-c2nnc(SCc3ccccc3F)o2)cc1,29,0,99*,7,-15,15,0.2,0,-2,-12
CC(=O)c1ccc(NC(=O)CSc2nc3nc(C)cc(C)n3n2)cc1,1,2,15,0,-3,3,1.9,-10,-13,-6

# Next structures
SMILES,Wnt act,RTF Ca sens act,MITF TRPM1 HTS,HTR5A ag ctr,SR-BI DiI inh,SR-BI uptake up,CDK5 p35 inh,dFosB act,PvdQ inh,Rtt109 Vps75
Cc1c(NC(=O)c2coc(=O)c(Br)c2)c(=O)n(-c2ccccc2)n1C,-4,-5,-9,-4,-23,23,1.2,1,-11,-4
CC(C)CCNC(=O)c1ccccc1NC(=O)C1=CSCCO1,0,2,1,-1,45,-45,-3.1,-10,-12,-4
CC(C)(C)C(=O)N1CCCC1C(=O)O (stereo not drawn),-3,9,1,4,-7,20,-0.7,8,-8,0
Cc1ccc(C(C)(C)C)c(OCCOCCN2CCCC2)c1,1,3,20,5,-22,22,-0.9,-6,-15,12
CCc1ccc2nc(N3CCN(C)CC3)c(C#N)cc2c1,/,6,27,2,-15,15,-0.3,-9,-8,0
COc1ccc(S(=O)(=O)N2CCN(Cc3ccccc3[N+](=O)[O-])CC2)cc1,9,1,/,2,-8,8,1.7,0,7,-2

# Entries of single compounds as entered above. Order of screens: Wnt act | RTF Ca sens act | MITF TRPM1 HTS | HTR5A ag ctr | SR-BI DiI inh | SR-BI uptake up | CDK5 p35 inh | dFosB act | PvdQ inh | Rtt109 Vps75
# `O=C(COC(=O)C1(c2ccccc2F)CCCC1)N1CCNC1=O` across the screens: 1 | -4 | -13 | 5 | -5 | 5 | 0.2 | -5 | -15 | -9
# `CCCCn1c(N)c(N(CCC(C)C)C(=O)COC(=O)c2ccc3ccccc3c2)c(=O)[nH]c1=O` across the screens: -5 | -4 | -4 | 5 | 25 | -25 | -0.5 | 6 | 3 | 21
# `CCC(C)(C)NC(=O)CN(C(=O)c1snc(C(N)=O)c1N)c1ccc(OC)c(OC)c1` across the screens: / | 7 | -4 | -3 | 5 | -5 | 0.2 | -3 | -5 | 7
# `COc1cccc(CNC(=O)C2CCN(S(=O)(=O)c3cccc4nonc34)CC2)c1` across the screens: -3 | -4 | 8 | 4 | 25 | -25 | 1.4 | -7 | 9 | 15
# `CC(C)(C)n1nnnc1CN1CCN2CCCC2C1` (stereo not drawn) across the screens: 1 | 10 | / | 4 | -16 | 16 | -0.6 | -2 | -8 | -5

# High-throughput results from PubChem.
